Screens from PubChem.
FEN1 inhibitor – qHTS Assay for the Inhibitors of Human Flap endonuclease 1 (FEN1) | actives 0.35% (n = 390,000) | Potency, µM (series often up to 114 µM), for inactives: top-dose activity change, negative = inhibition, usual class: inhibitors | P39748 | AID 588795, 2011 | Recombinant FEN1 flap cleavage, fluorescence, 15 min; active = well fitted inhibition curve with a large enough effect; inconclusive = small, poorly fitted or top-dose-only effect; inactive = no such curve, though single readings can be large or run the other way; also: nearly all actives have a fitted effect of over 65% in size
Target sequence (P39748 whole entry, looked up): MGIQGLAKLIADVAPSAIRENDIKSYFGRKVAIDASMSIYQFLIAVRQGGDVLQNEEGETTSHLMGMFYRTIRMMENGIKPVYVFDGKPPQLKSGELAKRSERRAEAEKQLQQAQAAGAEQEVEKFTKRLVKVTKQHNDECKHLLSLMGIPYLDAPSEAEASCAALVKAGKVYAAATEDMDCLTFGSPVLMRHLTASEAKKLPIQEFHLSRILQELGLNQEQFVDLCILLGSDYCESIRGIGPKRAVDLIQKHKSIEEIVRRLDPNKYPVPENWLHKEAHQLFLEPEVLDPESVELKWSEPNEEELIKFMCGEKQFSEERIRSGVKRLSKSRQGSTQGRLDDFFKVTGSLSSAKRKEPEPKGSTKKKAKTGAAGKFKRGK
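Concentration–response screening of FEN1 (10 nM): 15 min compound preincubation at room temperature, reaction started with 50 nM substrate and read at 0 and 15 min. Corrected, normalized data were fitted by a four-parameter Hill equation.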
* hit, by the source's call; ? = inconclusive; & = joins results of further samples; [ ] = remark or other dose. % is scaled to controls: 0 for no effect and ±100 for the full control effect; potency is read from the fitted curve at half-maximal effect. Not all compounds are listed. The share of hits here may be higher or lower than overall.

SMILES | FEN1 inhibitor
Cc1ccc(OCC(=O)Nc2ccc(S(=O)(=O)Nc3cc(C)on3)cc2)c(Br)c1 | 14.6%
COc1ccccc1C1C=C(c2ccc(Cl)cc2)Nc2nc(-c3ccc(Cl)cc3)nn21 (stereo not drawn) | -3.0%
COC(=O)c1ccc(Cn2cnc3c(Cl)ncnc32)cc1 | -9.3%
O=C(C=C1NCCN1)c1ccccc1 | -5.2%
Cc1ccc(S(=O)(=O)Nc2ccc3ccccc3c2[N+](=O)[O-])cc1 | -6.1%
CC(=O)Nc1ccc(Oc2nc(-c3cccnc3)nc3sc4c(c23)CCCC4)cc1 | 1.3%
C#CCN1C=CC(=O)[C@@H](OC(=O)Nc2ccc(Cl)cc2)[C@H]1c1ccccc1Br | -1.8%
CCCCCCCCNc1ccc(/C=C/c2ccnc3ccccc23)cc1 | -32.9%
CC(=O)OC1CCC2(C)C(CCC3C2CC(OC(C)=O)C2(C)C3C[C@@H]3O[C@]4(CC[C@@H](C)CO4)[C@@H](C)C32)C1 (stereo partly drawn) | -2.1%
COc1cc([N+](=O)[O-])ccc1NC(=O)CN1C(=O)NC2(CCCCC2C)C1=O (stereo not drawn) | 15.5%
CN(C)CCCNc1cc(N2CCN(C)CC2)ncn1 | 13.9%
COc1ccc(OC)c(CN2CCN(C(=O)c3cccc(S(=O)(=O)Nc4ccc(F)cc4)c3)CC2)c1 | -0.6%
COC(=O)c1c(SC)nc2ccccc2c1OCc1ccccc1C | 7.7%
Cc1ccccc1CN1[C@@H](C(C)C)COCCS1(=O)=O | 41.6%[activator]
Cc1nnc(NC(=O)CSc2nnc(CNC(=O)c3ccccc3F)n2C(C)C)s1 | -15.5%
CCCN(CC(=O)Nc1ccccc1OC)C(=O)Cn1c(=O)oc2ccccc21 | 9.1%
COc1cc2[nH]c3c(c2cc1OC)CCN1CCCC[C@@H]31 | -12.8%
CC(NC(=O)CCC(=O)Nc1ccccc1O)c1ccccc1 (stereo not drawn) | 8.4%
CCn1c(C(=O)N2CCCC(C(=O)N3CCN(c4ccccc4)CC3)C2)cc2sccc21 (stereo not drawn) | -13.1%
Cc1cc(C)c(C(=O)c2ccccc2)c(C)c1 | -20.1%
COC(=O)c1ccc2nc(C)cc(Nc3ccc(O)cc3)c2c1 | -34.2%
COc1ccccc1/C=C/c1nc2ccccc2s1 | 4.6%
CCOC(=O)C[n+]1cccc(Br)c1 | ?
CN(C)c1c(Br)cc(C=O)cc1Br | -4.2%
Cc1nn(-c2ccccc2)c2sc(C(=O)Nc3cccc(Br)c3)cc12 | -4.4%
C/C(=N/NC(=O)c1ccc(C(C)(C)C)cc1)c1cccnc1 | -11.5%
COc1cc(C=c2c3ccccc3n3c2cc(-c2ccccc2)[n+]3C)cc(OC)c1OC | ?
CC(Nc1nc(-c2ccc(F)cc2)cs1)c1nc2cc(Cl)c(Cl)cc2n1CCCO (stereo not drawn) | -4.8%
CCC(=O)c1ccc(OCC(=O)OCC(=O)Nc2cccc(S(=O)(=O)N3CCOCC3)c2)cc1 | -11.0%
N#CC1=C(N)Oc2cc(N)ccc2C1c1ccccc1 (stereo not drawn) | 11.6%
CCN(CCN(C)Cl)/[N+]([O-])=N/Oc1ccc([N+](=O)[O-])cc1[N+](=O)[O-] | 11.8%
O=C1NC(=S)SC1=Cc1ccccc1Br | -21.3%
CC(C)CC1CCCC12NC(=O)NC2=O (stereo not drawn) | 7.9%
O=C(CNC(=O)c1ccccc1)OCN1C(=O)c2ccccc2C1=O | 1.7%
COC(=O)COc1ccc(C2C(C(=O)OC)=C(C)NC3=C2C(=O)c2ccccc23)cc1OC (stereo not drawn) | -34.3%
Oc1ccc2ccccc2c1C=NNc1ccccn1 | -7.8%
Cc1c(F)cccc1NS(=O)(=O)c1ccc(N2CCCC2=O)cc1 | 14.2%
Cc1c2ccccc2cc[n+]1C | 14.3%
CC1CN(c2ccccn2)C(C)CN1C(=S)Nc1ccccc1 (stereo not drawn) | -2.5%
COc1cc(-c2cc(OC)c(O)c(OC)c2)cc(OC)c1O | ?
COc1ccccc1C1C(C(=O)Nc2ccccc2)=C(C)Nc2nc(-c3ccccc3)nn21 (stereo not drawn) | 14.1%
CSCCC(NC(=O)COc1ccccc1)C(=O)N1CCN(c2cccc(C(F)(F)F)c2)CC1 (stereo not drawn) | -7.2%
COC(=O)c1sccc1NC(=O)c1cccc(F)c1 | 0.9%
C/C(=N/NC(=O)COc1ccc(C(C)(C)C)cc1)c1ccc(N2CCOCC2)cc1 | -5.9%
CCN(CC)S(=O)(=O)c1ccc(Cl)c(C(=O)NNC(=O)c2csc(N3CCOCC3)n2)c1 | -8.0%
Cc1ccc(S(=O)(=O)NCc2ccccc2)cc1C(=O)N(C)CC(=O)Nc1ccccc1Br | -16.8%
CC1CNC(=S)N(c2ccccc2)C1=O (stereo not drawn) | -0.6%
CCN1C[C@@H]2[C@@H]3C(=O)N(C)C(=O)[C@@H]3[C@](Cc3ccccc3)(C1=O)N2C(=O)c1ccc(C(C)(C)C)cc1 | 3.2%
COc1cccc(-c2ccc(NC(=O)C3CCCN(Cc4ccco4)C3)cc2)c1 (stereo not drawn) | 1.5%
CCC[N+](C)(C)c1ccc(/C=C/c2ccncc2)cc1 | ?
CC(C)(C)c1ccc(C(=O)C[n+]2cccc(Br)c2)cc1 | -2.4%
CSc1cnnc2ccccc12 | -1.5%
Nc1nc(F)nc2c1ncn2[C@@H]1O[C@H](CO)[C@@H](O)[C@H]1O | -3.2%
Cc1ccc(C)c(NC(=S)NC(=O)c2cncc(Br)c2)c1 | 1.1%
O=C(Cc1ccc(NC(=O)C2CCN(C(=O)c3ccccc3)CC2)cc1)Nc1cccc(C(=O)N2CCCCC2)c1 | 15.6%
C=CC(=O)Nc1ccc(Nc2ccnc(Nc3ccc(N4CCN(C)CC4)cc3)n2)cc1 | ?
C=CCN1CCOc2ccc(C)cc2S1(=O)=O | -6.3%
O=C(NCCCc1ccccc1)c1cccc(NC(=O)C2CC2)c1 | 0.5%
O=C(CSc1ncn[nH]1)N1N=C2/C(=C\c3ccco3)CCCC2C1c1ccco1 (stereo not drawn) | 0.4%
Nc1ccc(CCc2ccc(N)cc2)cc1 | -1.8%

Five entries drawn at random from the list so far:
SMILES | FEN1 inhibitor
COc1cccc(-c2ccc(NC(=O)C3CCCN(Cc4ccco4)C3)cc2)c1 (stereo not drawn) | 1.5%
COc1cc(C=c2c3ccccc3n3c2cc(-c2ccccc2)[n+]3C)cc(OC)c1OC | ?
COC(=O)c1ccc(Cn2cnc3c(Cl)ncnc32)cc1 | -9.3%
N#CC1=C(N)Oc2cc(N)ccc2C1c1ccccc1 (stereo not drawn) | 11.6%
CN(C)c1c(Br)cc(C=O)cc1Br | -4.2%

A different layout for part of the listing above.
Compound	FEN1 inhibitor
C/C(=N/NC(=O)COc1ccc(C(C)(C)C)cc1)c1ccc(N2CCOCC2)cc1	-5.9%
CCN(CC)S(=O)(=O)c1ccc(Cl)c(C(=O)NNC(=O)c2csc(N3CCOCC3)n2)c1	-8.0%
Cc1ccc(S(=O)(=O)NCc2ccccc2)cc1C(=O)N(C)CC(=O)Nc1ccccc1Br	-16.8%
CC1CNC(=S)N(c2ccccc2)C1=O (stereo not drawn)	-0.6%

The list continues:
SMILES | FEN1 inhibitor
c1ccc2nc3c(cc2c1)CCCC3 | 5.1%
Cc1ccc(NC(=O)CCN2CCN(CCO)CC2)cc1 | 0.8%
C(=Cc1c[nH]c2ccccc12)c1ccc2ccccc2n1 | ?
CC1CC(=O)NC(=O)N1Cc1ccccc1 (stereo not drawn) | 2.1%
Cc1ccc(-c2nc(C(=O)NC3CCCCCC3)no2)cc1 | ?
CSc1nc(C)cc(OCCNS(=O)(=O)c2ccc(C)cc2)n1 | -0.5%
O=C1CCN(Cc2ccccc2)C(=S)N1 | -4.6%
N#CC1(C(N)=O)OC12CCS(=O)(=O)c1ccccc12 (stereo not drawn) | -0.3%
CCOC(=O)c1c(-c2ccc(OC)cc2)oc2ccc(OCc3ccccc3C)cc12 | -10.8%
COC1OCC(O)C(OC(=O)c2ccccc2)C1OC(=O)c1ccccc1 (stereo not drawn) | -0.6%
Nc1nc2ccc(Br)cc2o1 | -3.3%
CCC1CC(C(=O)Nc2ccccc2)C(=O)O1 (stereo not drawn) | 0.5%
Cc1ccc(Nc2ccc([N+](=O)[O-])ccc2=O)cc1 | 3.1%
Cc1ccc(C(=O)Nc2cccc(C(O)c3ccccc3)c2)cc1 (stereo not drawn) | 2.3%
CCOc1ccc(-c2nn3c(-c4ccc(F)cc4)nnc3s2)cc1 | -1.3%
O=C(NCc1cccc(Br)c1)C1CC(c2cc(C(F)(F)F)cc(C(F)(F)F)c2)=NO1 (stereo not drawn) | -0.1%
Clc1ccc(/C=C/c2ccncc2)cc1Cl | -3.0%
CN(C)c1ccc(/C=C/c2ccnc3ccc(N)cc23)cc1 | -32.5%
Cc1onc(-c2ccccc2)c1C(=O)N1CCN(c2ccc([N+](=O)[O-])cc2)CC1 | -2.9%
O=[N+]([O-])c1ccc(O/N=[N+](\[O-])N2CCCCC2)c([N+](=O)[O-])c1 | -0.2%
c1ccc2nc(-c3cc4ccccc4s3)ccc2c1 | -16.9%
Cc1ccc(S(=O)(=O)OCC(=O)Nc2ccc(C(=O)O)c(O)c2)cc1 | 28.2µM*
Cc1ccc(-c2nc3ncccc3o2)cc1NC(=O)c1cccc(OCC(C)C)c1 | -12.3%
CCOC(=O)Cc1csc(NC(NC(=O)OCC)(C(=O)OCC)C(F)(F)F)n1 (stereo not drawn) | -3.7%
CNc1ccc(C=C2C=Cc3ccccc32)cc1 | 7.4%
CCOc1ccc(C(c2c(C)[nH]n(-c3ccccc3)c2=O)c2c(C)[nH]n(-c3ccccc3)c2=O)cc1OC | ?
COc1ccc(CCN(C)C(=O)c2cccc(S(=O)(=O)N3CCN(c4ccc(F)cc4)CC3)c2)cc1OC | 11.2%
CCOC(=O)c1ccc(NS(=O)(=O)c2c(N)n(C)c(=O)n(C)c2=O)cc1 | 6.3%
COC(=O)CCc1ccc(OCC(O)CNC(C)C)cc1 (stereo not drawn) | -10.4%
O=C1c2cccc3cccc(c23)C(=O)C1(O)O | 1µM*
Cc1ccc(NC(=O)c2c(NC(=O)c3ccco3)sc3c2CCC(C(C)(C)C)C3)c(C)c1 (stereo not drawn) | -2.4%
O=C(c1ccccc1)C(Nc1cccc([N+](=O)[O-])c1)c1ccccc1 (stereo not drawn) | -2.7%
O=P(CCc1ccccc1)(c1ccccc1)c1ccccc1 | -5.2%
O=C(O)C1C2CCC(C2)C1C(=O)Nc1ccccc1 (stereo not drawn) | -0.9%
COc1ccccc1C(CNC(=O)C(CCSC)NC(=O)c1ccccc1Cl)N1CCCC1 (stereo not drawn) | 4.5%
CCOC(=O)C1(C)C=C(Nc2ccc(C(N)=O)cc2)C(=O)N1c1ccccc1 (stereo not drawn) | 15.5%
Nc1nc(NCc2cccs2)nn1-c1ccccc1 | -14.1%
CCN(CC(=O)Nc1c(F)cccc1F)C(=O)c1ccc(S(=O)(=O)N(CC)c2ccccc2)cc1 | -4.4%
CCCCn1cnc2c(SCc3ccc([N+](=O)[O-])cc3)nc(N)nc21 | -2.7%
CN(C)c1ccc(S(=O)(=O)N2CCCCC2)cc1NC(=O)CCNC(=O)c1ccccc1Cl | 6.3%
CC1CCCC(=NNc2ccc3ccccc3n2)C1 (stereo not drawn) | -5.7%
C=CCOC(=O)C1=C[C@H](c2ccc3c(c2)OCO3)C[C@H](OCCCCO)O1 | 10.4%
CCOC(=O)C1C(=O)C(=O)N(Cc2ccccc2)C1C(=O)OCC (stereo not drawn) | 5.1%
COc1cc(OC)cc(C(=O)NCCCCNC(=O)c2cc(OC)cc(OC)c2)c1 | 7.3%
CN1C(=O)c2ccccc2C(O)c2ccccc21 (stereo not drawn) | 7.2%
O=C(Nc1ccccc1)OCCCCOC(=O)Nc1ccccc1 | 1.2%
CCC(Sc1nnc2c(n1)[nH]c1ccccc12)C(=O)Nc1ccccc1OC (stereo not drawn) | 0.2%
O=C(OCc1ccccc1)N1CCC2CC1c1cc(N3CCCCC3)ccc12 (stereo not drawn) | -2.0%
Cc1cc(N(C)C)cc(C)c1/C=C/c1cc[n+](C)c2ccccc12 | ?
C=C1C=C(C)n2ncc(C(=O)Nc3ccc(C)cn3)c2N1 | -11.3%
N#CC1C(=O)c2ccccc2C1c1ccccc1 (stereo not drawn) | 0.9%
CC1CC=CCC1(CO)CO (stereo not drawn) | -2.2%
N#CC1(Nc2ccc3ccccc3c2)CCCC1 | -0.9%
CN(C)c1ccc(/C=c2\[nH]c(=O)/c(=C/c3ccc(N(C)C)cc3)[nH]c2=O)cc1 | -0.3%
CC(C)NC(=O)c1onc(CSc2ccc(F)c(F)c2)c1C(=O)NC(C)C | -4.1%
CC(=O)N/C(=C/c1ccc2c(c1)OCO2)C(=O)NC(Cc1ccccc1)C(=O)O (stereo not drawn) | -0.1%
COc1ccc(CN2CC[C@H]3C=CC[C@@H](C(=O)Nc4ccc(Cl)c(C(F)(F)F)c4)[C@H]3C2=O)cc1OC | 4.7%&2.2%

Structures from the list above that have a COOH group, in the order listed:
SMILES | FEN1 inhibitor
Cc1ccc(S(=O)(=O)OCC(=O)Nc2ccc(C(=O)O)c(O)c2)cc1 | 28.2µM*
O=C(O)C1C2CCC(C2)C1C(=O)Nc1ccccc1 (stereo not drawn) | -0.9%
CC(=O)N/C(=C/c1ccc2c(c1)OCO2)C(=O)NC(Cc1ccccc1)C(=O)O (stereo not drawn) | -0.1%
